Screening results deposited in PubChem by The Scripps Research Institute Molecular Screening Center.
SRC3 TRFRET art = counter-screen for PPARgamma SRC-3 recruitment agonists: TR-FRET artefact; PPARgamma/SRC-3 format; active compounds read high; TR-FRET ratio at 8 µM; hit rate 0.39% among 99,000; in the data active = TR-FRET ratio above about 2000; also: inactives centre near 1600; reference of the scale not given here
SRC1 TRFRET art = flags TR-FRET format artefacts in PPARgamma SRC-1 recruitment agonist screen; TR-FRET detection artefact counter-screen, emission ratio; active compounds read high; TR-FRET ratio at 8 µM; hit rate 0.34% among 99,000; in the data active = TR-FRET ratio above about 2300; also: inactives centre near 1800; reference of the scale not given here
* = called active by the depositor. Some of the compounds tested; rates above refer to the full screens.

Structure	SRC3 TRFRET art	SRC1 TRFRET art
O=C(O)CCCC(=O)Nc1cc([N+](=O)[O-])ccc1O	1851	1819
Cc1ccc(C(=O)N/N=C/c2ccc3c(c2)OCO3)o1	1483	1802
Cc1nc2nc(SCC(=O)c3cccc([N+](=O)[O-])c3)[nH]c2cc1Br	1504	1903
CCCC(c1nnnn1CS(=O)(=O)c1ccc(C)cc1)N1CCN(CC)CC1 (stereo unspecified)	1833	1947
CCc1ccc(NC(=O)CC2C(=O)N(c3ccc(C)cc3)C(=O)N2C2CC2)cc1 (stereo unspecified)	1445	1654
COC(=O)c1c(NC(=O)CC2SC(N)=NC2=O)sc2c1CCC(C)C2 (stereo unspecified)	1609	1627
CCC(=O)Nc1sc(Cc2ccccc2)c(C)c1C(N)=O	1612	1584
CCOC(=O)C1CCN(C(=O)/C=C/c2cc(OC)c(OC)c(OC)c2)CC1	1538	1847
O=C(CCn1c2c(c3ccccc31)CCCC2)NNC(=O)c1ccc(Cl)c([N+](=O)[O-])c1	1359	1748
O=[N+]([O-])c1ccc(N2CCN(C(=S)Nc3cccc(F)c3)CC2)cc1	1536	1638
CSc1ccc(C(=O)C2CCCN(C(=O)Cc3nonc3C)C2)cc1 (stereo unspecified)	1539	1851
COc1ccc(CC(=O)NCc2n[nH]c(=S)n2-c2ccccc2OC)cc1	1431	1710
Cc1cccc(NNC(N)=S)c1C	1680	1912
CC1(C)Cc2c(sc3nnn(Cc4ccccc4)c(=O)c23)CO1	1414	1703
Cc1ccc(-n2nc(C)c(C(C)(O)C(F)(F)F)c2N)cc1 (stereo unspecified)	1382	1390
CNS(=O)(=O)c1cccc(C(=O)OCC(=O)c2cc3ccccc3o2)c1	1465	1856
CSc1cnc2c(=O)[nH]c(=O)n(C)c2n1	1563	1854
N#CCCN(Cc1cccnc1)C(=S)NCc1ccco1	1621	1722
N#CC(C#N)=Cc1cc2ccccc2nc1N1CCOCC1	1597	1673
CS(=O)(=O)N1CCN(c2ccc(NC(=O)COc3ccccc3)cc2)CC1	1720	2055
C=CCSc1nc2ccccc2c(=O)n1Cc1ccccc1	1544	1727
Cc1cccc(CN(C(=S)Nc2c(C)cccc2C)c2cccnc2)c1	1486	1905
COc1ccc(OC)c(S(=O)(=O)N2CCN(C)CC2)c1	1603	1538
CCN1CCN(C(=O)C2CC(c3ccc(F)cc3)=NO2)CC1 (stereo unspecified)	1518	1884
CN1CCN(CCC(=O)N/N=C/c2cc([N+](=O)[O-])ccc2OC(F)F)CC1	1449	1784
Cc1nnc(SCc2cc(=O)[nH]c(Nc3nc(C)c4cc(C)c(C)cc4n3)n2)s1	1588	2056
COc1ccc(NC(=S)N/N=C/c2ccc(F)cc2)cc1OC	1731	1689
Cc1ccccc1OCC(O)CN1CCN(C)CC1 (stereo unspecified)	1569	1623
CC(=O)Cn1nnc2sc(-c3ccccc3)cc2c1=O	1681	1823
Cc1ccc(-c2nc(C=Nc3cccc(C)c3)c(O)o2)cc1	1570	2026
Cc1cc(/C=N/N2CCN(C)CC2)c(C)n1-c1ccccc1F	1452	2184
N#C/C(=N\Nc1ccccc1[N+](=O)[O-])C(=N)N1CCCCC1	1578	1889
CCCC(=O)Nc1sc2c(c1C(=O)OCC)CC(C)(C)OC2	1571	1607
CSc1nnc(C)c(=O)n1COC(=O)c1cc(Cl)ccc1[N+](=O)[O-]	1681	1934
CN(Cc1ccc(F)cc1)Cc1nc(CCc2ccccc2)no1	1515	1642
Clc1ncccc1-c1nnn(-c2ccccc2)n1	1587	1815
O=C(/C=C/c1cccs1)Nc1ccc(N2CCOCC2)c(S(=O)(=O)Nc2ccccc2Cl)c1	1767	1776
Cc1cccc(N2CCN(C(=O)/C=C/c3cccs3)CC2C)c1 (stereo unspecified)	1506	1438
COc1cc(C2C3=C(CC(C)(C)CC3=O)OC(N)=C2[N+](=O)[O-])ccc1O (stereo unspecified)	1480	1751
COc1ccc(-c2noc(CCCC(=O)O)n2)cc1	1523	1607
N=C1/C(=C/c2cccn2-c2ccc([N+](=O)[O-])cc2)C(=O)N=C2SC=CN12	1836	1839
COc1cccc(C(=O)COc2ccccc2N2C(=O)C3C4C=CC(C4)C3C2=O)c1 (stereo unspecified)	1682	1804
O=C(CCc1nnc(-c2ccccc2)o1)NCC1CCN(C2CCCC2)CC1	1605	1582
CN(C)S(=O)(=O)c1cccc(NC(=S)N/N=C/c2cccc(O)c2)c1	1530	1772
COCCn1c(SCC(=O)Nc2cc(C)nn2-c2ccccc2)nnc1-c1ccncc1	1674	2019
COC(=O)CC1C(C(=O)OC)ON2OC(C(=O)OC)C(C(=O)OC)C12 (stereo unspecified)	1592	1607
Cn1cnnc1SCC(=O)NN(c1ccccc1)c1ccccc1	1637	1765
O=C(O)c1cccc(Oc2cccc(Cl)n2)c1	1525	1855

An excerpt of these results, with two lines to a compound.
Each structure is followed by: SRC3 TRFRET art	SRC1 TRFRET art
- COCCn1c(SCC(=O)Nc2cc(C)nn2-c2ccccc2)nnc1-c1ccncc1
→ 1674	2019
- O=C(O)c1cccc(Oc2cccc(Cl)n2)c1
→ 1525	1855
- Cc1cccc(N2CCN(C(=O)/C=C/c3cccs3)CC2C)c1 (stereo unspecified)
→ 1506	1438
- COc1cccc(C(=O)COc2ccccc2N2C(=O)C3C4C=CC(C4)C3C2=O)c1 (stereo unspecified)
→ 1682	1804
- COc1ccc(-c2noc(CCCC(=O)O)n2)cc1
→ 1523	1607

The list goes on:
Structure	SRC3 TRFRET art	SRC1 TRFRET art
Cc1cc(NC(=O)CCCn2nc([N+](=O)[O-])c(Cl)c2C)no1	1518	1925
N/C(=N\c1nc(CSc2ccc(Cl)cc2)cc(=O)[nH]1)Nc1ccccc1C(F)(F)F	1328	1752
COc1ccc2cc(C(=O)C3CCCN(Cc4ccccn4)C3)ccc2c1 (stereo unspecified)	1600	1663
O=C(CCCN1C(=O)c2ccccc2C1=O)NCCN1C(=O)S/C(=C\c2cccs2)C1=O	1716	1758
Cc1cccc(N2CCN(C3=NC(=O)/C(=C\c4cn[nH]c4-c4ccccc4)S3)CC2)c1	1518	1649
Cc1ccc2c(CSc3nncn3C)cc(=O)oc2c1C	1455	1720
O=C(Cn1nc(-c2cccc(Cl)c2)ccc1=O)Nc1cccnc1	1556	1866
CCOC(=O)Cc1csc(NC(=O)COc2ccc(C)c(C)c2)n1	1486	1800
CCOC(=O)N1c2ccccc2Sc2ccccc21	1597	1586
CCOc1ccc(NS(=O)(=O)c2ccc(NC(=O)c3cccnc3)c(OC)c2)cc1	1507	1584
COC(=O)c1sc(S(=O)(=O)NC(C)C(=O)O)c(C(=O)OC)c1C (stereo unspecified)	1529	1801
Cc1cc(SCC(=O)N(C)CC(=O)Nc2ccc(F)cc2)nc2ccccc12	1867	1846
CCCNC(=O)C(=O)N/N=C/c1ccc(OCc2ccccc2)cc1	1574	1663
O=C(Nc1ccc(Cc2ccncc2)cc1)c1cccc([N+](=O)[O-])c1	1616	1909
CCOCCCNC(=O)c1ccc(N2CCOCC2)c(NS(=O)(=O)c2ccc(OC)cc2)c1	1333	1418
O=C(c1ccc([N+](=O)[O-])cc1[N+](=O)[O-])n1cnc2ccccc21	1680	1691
COCCCNC(=S)Nc1cccc2ncccc12	1681	1874
CNC(=S)N(CCc1c(C)[nH]c2ccc(OC)cc12)Cc1cc(OC)c(OC)c(OC)c1	1538	1419
CCCCC(CC)C(=O)Nc1ccc(Nc2ccccc2)cc1 (stereo unspecified)	1601	1779
CCCCNC(=S)Nc1ccc(-c2nc3ccc(C)cc3s2)cc1	1753	1999
CC1CCc2sc(C(=O)OC(C)C(=O)Nc3ncc(Cl)cc3Cl)cc2C1 (stereo unspecified)	1466	1881
CCCNC(=O)COc1nc2ccccc2nc1N1CCOCC1	1484	1759
COC(=O)c1nn(-c2cccc(C)c2)c2nnc(Cc3ccccc3)c(=O)n12	1629	1866
CC(=O)Nc1ccccc1C(=O)C(=O)Nc1cccc(C(=O)NCc2ccc(C)cc2)c1	1648	1822
CC/C(=N\NC(=O)COc1ccc(Br)cc1)c1ccc(OC)c(OC)c1	1565	1895
O=C(CCn1c(=O)[nH]c2ccsc2c1=O)N1CCc2ccccc2C1	1544	1615
Cc1ccc(-c2cc(C(F)(F)F)c(C#N)c(=O)[nH]2)cc1	1476	1645
O=C(NCC(c1ccco1)N1CCN(c2ccccc2)CC1)OCc1ccccc1 (stereo unspecified)	1603	1893
C/C=C/c1cc(CN2CCN(c3ccccc3)CC2)c(O)c(OC)c1	1609	1794
CCOC(=O)C1=NN(C(=O)c2ccco2)C2(CC2)C1	1608	1857
O=C(OC1Cn2c(=O)ccc(=O)n2C1)c1ccccc1	1520	1726
COc1ccc(NC(=O)/C(C#N)=C\c2ccc(N3CCOCC3)o2)cc1	1689	1836
Cc1ccc(F)cc1CNC(=O)c1cc(COc2ccc3ncccc3c2)on1	1544	1832
CC(=O)c1ccc(NC(=O)C(C)Sc2ccccn2)cc1 (stereo unspecified)	1795	1758
O=C(c1cc2ncc(Br)cn2n1)N1CCCCC1	1474	1802
COc1ccc(N(C)S(=O)(=O)c2cccc(C(=O)NC3=NCCS3)c2)cc1	1513	2067
COc1ccccc1NC(=O)c1cc(S(=O)(=O)NCc2ccccc2)ccc1F	1507	1812
CC(=O)Nc1sc(N/N=C\c2ccccc2Cl)nc1-c1cccs1	1633	1671
COc1ccc(/C=N/NC(=O)C(O)(c2ccccc2)c2ccccc2)cc1OC	1677	1967
Cc1nc(SCC(=O)NCc2ccccc2)c2c(=O)n(C)c(=O)n(C)c2n1	1572	1764
C=CCc1c(C)nc(SCCC)[nH]c1=O	1575	1829
CN(C)CCNC(=O)/C(=C/c1cccc([N+](=O)[O-])c1)NC(=O)c1ccccc1	1569	2042
C=CCn1c(SCC(=O)Nc2cc(C)on2)nnc1C1COc2ccccc2O1 (stereo unspecified)	1521	1548
COc1ccccc1NC(=O)C1=C(C)Nc2nc3ccccc3n2C1c1cccs1 (stereo unspecified)	1466	1840
CC(=O)COc1ccc2c(C)c(-c3ccccc3)c(=O)oc2c1	1510	1960
Cc1ccc(NC(=O)COc2ccc(C3SCCS3)cc2)cc1	1633	1670
C=CCc1cccc(/C=N/NC(=O)c2ccccc2OC)c1O	1417	1680
CC(C)c1ccc(C2NC(=S)NC3=C2C(=O)CCC3)cc1 (stereo unspecified)	1399	1712

Rewritten as labelled records: two of the compounds above
CCc1ccc(NC(=O)CC2C(=O)N(c3ccc(C)cc3)C(=O)N2C2CC2)cc1 (stereo unspecified)
  SRC3 TRFRET art: 1445	SRC1 TRFRET art: 1654

O=C(CCn1c2c(c3ccccc31)CCCC2)NNC(=O)c1ccc(Cl)c([N+](=O)[O-])c1
  SRC3 TRFRET art: 1359	SRC1 TRFRET art: 1748

Next entries follow:
Structure	SRC3 TRFRET art	SRC1 TRFRET art
CC(C)(C)CN1CCNC(=O)C1CC(=O)NCCc1ccccc1C(F)(F)F (stereo unspecified)	1483	1558
COc1ccc(CSc2nc3ccccc3c(=O)[nH]2)cc1F	1634	1738
CCOC(=O)C1(CC2CCCCO2)CCN(Cc2nc(-c3cccs3)oc2C)CC1 (stereo unspecified)	1545	1714
Cc1ccc(NC(=O)CCSc2ccccc2)c(C)c1	1644	1773
CCN(CC(=O)NC1CCS(=O)(=O)C1)Cc1nc2c(Br)cc(Br)cc2c(=O)[nH]1 (stereo unspecified)	1905	2264
CCOC(=O)Cc1cnc(NC(=O)CSc2nc(N)cc(=O)[nH]2)s1	1484	1871
Cc1cc(C)n2c(SCC(=O)N(CC(C)C)c3c(N)n(CC(C)C)c(=O)[nH]c3=O)nnc2n1	1743	1613
CCN(Cc1cc(=O)n2ccsc2n1)Cc1nc2ccccc2c(=O)[nH]1	1533	1648
CC(C)CC(c1nnnn1Cc1ccc(F)cc1)N1CCC(C(N)=O)CC1 (stereo unspecified)	1436	1699
C=CCN(c1cccc(C(F)(F)F)c1)S(=O)(=O)c1cccc(C(=O)OCC(=O)Nc2ccccc2)c1	1392	2132
CCCCC1CC1C(=O)Nc1ccc(OC)c(OC)c1 (stereo unspecified)	1357	1973
CNC(=O)COC(=O)/C=C/c1ccc(F)cc1	1781	1827
O=[N+]([O-])c1cccc(CSc2nc3ccccc3[nH]2)c1	1483	2000
S=c1[nH]nc(-c2cccs2)n1/N=C/c1cccs1	1538	1889
COCCNC(=O)Cn1c(=O)n(Cc2ccc(C(=O)NCCc3ccc(OC)c(OC)c3)cc2)c(=O)c2ccccc21	1520	1524
